# Screening data from PubChem BioAssay.
# PvdQ inh – P. aeruginosa PvdQ acylase inhibitors, primary screen, biochemical, fluorescence, plate reader and imaging, single point; PvdQ acylase [Pseudomonas aeruginosa LESB58]; 340,000 compounds, 0.063% hits; purified PvdQ acylase; AID 488965, 2010; inhibition, % at 10 µM; in the data active = inhibition above about 30%, passing the limit was not always enough;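 note: 0% = vehicle neutral wells and 100% = reference inhibitor wells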
# DAGLB inh – DAGLB lipase inhibitors, primary screen, biochemical, fluorescence, HTS | inhibition, % at 5.17 µM | 340,000 compounds, 0.059% hits | AID 504411, 2011 | Diacylglycerol lipase-beta (Homo sapiens), Q8NCG7 | HEK293T DAGLB membrane lysate, EnzChek fluorogenic substrate; in the data active = inhibition above about 34%;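 note: 0% = enzyme with vehicle and 100% = wells lacking enzyme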
# Target sequence (Q8NCG7 whole entry, looked up): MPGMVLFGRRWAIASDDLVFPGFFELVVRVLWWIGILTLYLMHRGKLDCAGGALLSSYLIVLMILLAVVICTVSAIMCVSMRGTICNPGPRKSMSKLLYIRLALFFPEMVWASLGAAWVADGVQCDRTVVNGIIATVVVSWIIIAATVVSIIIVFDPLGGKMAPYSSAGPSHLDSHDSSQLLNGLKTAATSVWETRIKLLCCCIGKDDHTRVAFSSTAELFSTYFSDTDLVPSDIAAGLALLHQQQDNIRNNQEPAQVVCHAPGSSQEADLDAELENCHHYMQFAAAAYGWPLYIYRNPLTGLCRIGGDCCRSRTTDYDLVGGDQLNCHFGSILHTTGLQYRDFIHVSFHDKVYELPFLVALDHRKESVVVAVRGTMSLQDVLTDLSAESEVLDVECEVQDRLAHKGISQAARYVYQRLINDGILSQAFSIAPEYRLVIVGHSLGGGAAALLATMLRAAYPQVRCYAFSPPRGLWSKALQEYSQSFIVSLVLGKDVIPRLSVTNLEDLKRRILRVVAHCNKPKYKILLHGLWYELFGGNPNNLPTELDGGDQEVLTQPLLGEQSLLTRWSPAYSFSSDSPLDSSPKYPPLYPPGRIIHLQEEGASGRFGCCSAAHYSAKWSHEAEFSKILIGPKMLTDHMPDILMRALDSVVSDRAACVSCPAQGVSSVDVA
# CAL PDZ FP – CAL PDZ peptide-binding inhibitors, primary screen, biochemical, fluorescence polarization, Cer-tagged CAL PDZ, HTS; purified CAL PDZ, TMR-peptide fluorescence polarization, 1 h; inhibition, % at 20 µM; 330,000 compounds, 0.02% hits; AID 504414, 2011;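 active = highest replicate inhibition of at least 40%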;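 note: plate controls were DMSO neutral control wells for no effect and unlabeled competitor peptide control wells for full effect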
#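 material = purified tagged CAL PDZ domain construct (CerCALP) | compound dosing = 20 µM, one dose | times = 1 h at RT | measured by = fluorescence polarization from S- and P-plane intensities, G-factor corrected | read-out = inhibition from polarization loss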
# Rtt109 Vps75 – inhibitors of C. albicans Rtt109/Vps75 HAT, primary screen, biochemical, ThioGlo CoA-SH fluorescence, plate reader; 330,000 compounds, 0.16% hits; inhibition, % at 34.9 µM; purified Rtt109/Vps75, 4 h; AID 540336, 2011; Histone acetyltransferase RTT109 (Candida albicans (strain SC5314 / ATCC MYA-2876)), …;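 active = inhibition of at least 50% in every replicate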
# Target sequence (Q5AAJ8 whole entry, looked up): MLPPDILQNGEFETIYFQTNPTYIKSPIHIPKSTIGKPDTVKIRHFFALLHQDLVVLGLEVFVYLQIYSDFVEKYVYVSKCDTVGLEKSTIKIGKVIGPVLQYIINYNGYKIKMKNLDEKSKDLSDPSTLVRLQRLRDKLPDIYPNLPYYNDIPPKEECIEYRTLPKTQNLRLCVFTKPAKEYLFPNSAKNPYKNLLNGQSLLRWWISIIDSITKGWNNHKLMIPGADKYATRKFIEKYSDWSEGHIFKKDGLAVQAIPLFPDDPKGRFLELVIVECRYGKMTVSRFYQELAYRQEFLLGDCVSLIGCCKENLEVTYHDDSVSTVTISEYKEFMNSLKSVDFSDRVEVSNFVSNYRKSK
# phage Ecoli inh – growth loss of phage-infected E. coli, primary screen, RecBCD inhibitor project, absorbance, with phage, HTS; inhibition, % at 11.9 µM; 360,000 compounds, 0.26% hits; in the data active = inhibition above about 11%
# Tat export inh – E. coli Tat export inhibitors, primary screen, MC4100, TorA-mCherry reporter, fluorescence, single point. inhibition, % at 10 µM. 340,000 compounds, 0.036% hits;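 active = mean replicate inhibition at least 50% and at least half of replicates individually reaching 50%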;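 note: exported cargo escapes ClpAP degradation while cytoplasmic cargo is degraded and loses fluorescence; 0% = median of neutral control wells and 100% = median of NaSCN control wells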
# AddAB inh – growth inhibition of E. coli expressing H. pylori AddAB, primary screen, AddAB inhibitor project, absorbance; 330,000 compounds, 0.29% hits; AID 435030, 2010; inhibition, % at 11.9 µM; in the data active = inhibition above about 12%;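 note: 0% = vehicle wells of infected cells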
# PfHsp90 set2 – growth inhibition of PfHsp90-expressing yeast, primary screen, antimalarial PfHsp90 inhibitor project, S. cerevisiae, BacTiter-Glo luminescence, single point, set 2. BacTiter-Glo ATP, 48 h; yeast lacking PDR1 and PDR3 efflux regulators. inhibition, % at 9.4 µM. 310,000 compounds, 0.32% hits. AID 504621, 2011;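 active = every replicate shows inhibition above about 80%, whatever the replicate mean, limit read from the data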;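 note: 0% = DMSO neutral controls and 100% = 20 µM radicicol positive controls; yeast relying on Plasmodium falciparum Hsp90 in place of its own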
# Ecoli viability – E. coli V3065 growth inhibition, primary screen, counter-screen for AddAB inhibitor project, absorbance, OD600; 330,000 compounds, 0.27% hits; 18 h; AID 449728, 2010; inhibition, % at 11.9 µM;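 active = inhibition above the campaign's mean inhibition across all tested compounds plus 3 SD, cut at about 9.9% in these data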;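 note: uninfected addAB+ strain grown without phage in ampicillin broth; 0% = DMSO wells and 100% = ciprofloxacin 0.95 µg/ml wells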
# Wnt act – Wnt/beta-catenin pathway activators, primary screen, cell-based, plate reader, single point. Wnt/beta-catenin reporter cell assay, activator. activation, % at 9.35 µM. 300,000 compounds, 1.2% hits. AID 743398, 2014; in the data active = activation above about 30%, passing the limit was not always enough;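 note: 0% = neutral control wells and 100% = positive control wells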
# An asterisk follows results filed as active; x = no result given.
SMILES	PvdQ inh	DAGLB inh	CAL PDZ FP	Rtt109 Vps75	phage Ecoli inh	Tat export inh	AddAB inh	PfHsp90 set2	Ecoli viability	Wnt act
CCOC(=O)C1CCN(CCC(=O)Nc2ccccc2Cl)CC1	9.0	-1.6	0.3	10.7	4.6	4.9	0.1	x	-2.9	x
CCN(c1ccc(C)cc1C)S(=O)(=O)c1nnc(NC(=O)C(C)C)s1	-12.9	1.1	0.4	7.8	1.5	14.3	x	-7.7	x	3.3
COC(=O)c1ccc(COC(=O)c2cccn2C)o1	-5.6	-2.7	-4.2	-2.8	3.0	-11.1	2.9	3.6	4.8	6.3
CCOc1ccc2nc(SCC(=O)NNC(=O)c3ccco3)c(C)cc2c1	-18.0	-0.6	-1.9	-0.5	0.3	0.0	2.4	8.1	1.4	-3.5
CCc1ccc(C2c3[nH]c4ccccc4c3CCN2C(=O)c2cc[n+]([O-])cc2)cc1 (stereo unspecified)	-10.8	2.5	-1.7	-9.7	0.6	9.2	-0.3	-36.2	-0.4	-7.8
CC(C)CC(=O)NC(=S)NNC(=O)c1cccc([N+](=O)[O-])c1	16.6	0.6	x	-10.5	-5.6	14.3	-3.5	-12.5	-7.2	-0.5
CC(=O)NC(NC(=S)Nc1c(C)n(C)n(-c2ccccc2)c1=O)C(Cl)(Cl)Cl (stereo unspecified)	-8.0	4.9	-1.0	x	4.1	-0.3	x	7.9	x	-4.7
CCCSc1nnc(CNC(=O)C23CC4CC(CC(C4)C2)C3)n1Cc1ccccc1	-16.9	3.3	-0.1	-15.5	0.1	3.2	1.1	40.6	-1.0	-5.3
CCOc1cccc(CN2CCCC(C(=O)Nc3cccc(-n4cccn4)c3)C2)c1 (stereo unspecified)	-9.6	-0.6	-3.9	8.7	0.6	4.3	-0.1	7.5	2.7	-0.8
Cc1ccc(S(=O)(=O)N2CCCCC2)cc1C(=O)Nc1cccnc1	-5.9	0.8	-0.4	-2.0	1.8	9.1	-0.6	-14.4	-0.8	-0.6
CC(=O)Nc1ccc(OC(=O)Oc2ccc(NC(C)=O)cc2)cc1	-10.6	0.3	-1.9	2.0	-1.8	-3.3	-1.6	-2.9	-0.9	1.4
C=CCNC(=S)N1CCC(C(=O)c2ccc(F)cc2)CC1	-15.2	-0.5	x	-13.8	0.6	-4.8	-2.6	1.0	-2.4	0.7
NS(=O)(=O)c1ccc(CNC(=O)/C=C/c2ccc(Cl)c(Cl)c2)cc1	-7.5	-1.1	-1.7	3.5	4.2	-1.2	-1.9	14.6	-3.3	-1.6
CC(C)=C1C2CCC1C(C(=O)Nc1cc(C)cc(C)c1)C2C(=O)O (stereo unspecified)	2.3	-0.1	0.0	3.9	6.1	-8.7	2.8	-2.1	2.0	-1.1
Cc1cccc(N2C(=O)CC(N3CCN(c4ccc(Cl)cc4)CC3)C2=O)c1 (stereo unspecified)	-6.2	2.7	-1.1	-3.2	0.1	11.6	2.5	-6.6	4.7	-0.3
CC(Sc1nnc2c(n1)[nH]c1ccccc12)C(=O)N(C)C1CCCCC1 (stereo unspecified)	9.6	-2.6	-1.3	19.4	0.0	5.8	2.6	-17.7	-2.7	-5.1
Nc1ncnc2c1ncn2[C@@H]1O[C@H](CNCc2ccc(OCC(=O)Nc3nccs3)cc2)[C@@H](O)[C@H]1O	-16.0	-0.7	0.5	6.1	1.3	-2.7	1.3	9.9	-1.1	0.2
CN(Cc1cccc(Cl)c1)C(=O)C1CSC2(C)CCC(=O)N12 (stereo unspecified)	-9.9	-2.6	-2.0	-6.7	4.6	3.9	3.9	6.1	0.4	1.2
CCN1c2ccccc2-c2nc3ccccc3n2C1c1ccccn1 (stereo unspecified)	-13.6	5.0	1.2	-275.7	1.8	9.1	-2.5	-11.3	1.1	x
Cc1ccc(N2CC(C(=O)Nc3ccccn3)CC2=O)cc1 (stereo unspecified)	-8.1	-0.3	-4.1	-4.0	0.5	-7.2	1.2	7.8	0.8	-3.4
CN(C)c1ccc(S(=O)(=O)N2CCCCC2)cc1NC(=O)CCNC(=O)c1ccc(Cl)cc1	-0.4	-2.5	0.0	-6.6	-1.0	1.2	0.9	x	1.1	5.1
Cc1cccn2c(=O)c3cc(C(=O)NCc4ccco4)c(=N)n(C4CCCC4)c3nc12	-18.0	-1.3	-0.2	-31.2	1.8	4.0	1.8	-19.2	-1.8	-0.1
CN(C(=O)COC(=O)c1ccc(C#N)cc1)c1ccccc1	-6.5	1.4	-3.5	12.4	1.6	1.1	3.9	-13.8	-1.6	-1.1
CCN1C(=O)C2(C(C#N)=C(N)Oc3cc(C)oc(=O)c32)c2ccccc21 (stereo unspecified)	12.6	-0.6	-0.9	-1.7	2.3	4.4	-0.8	-47.4	-0.5	-0.5
CC(/C=N/n1c(-c2ccc(C)cc2)n[nH]c1=S)=C\c1ccco1	-7.6	-6.1	-0.6	7.6	0.5	-1.8	2.2	-79.9	-1.7	x

# Other records
SMILES	PvdQ inh	DAGLB inh	CAL PDZ FP	Rtt109 Vps75	phage Ecoli inh	Tat export inh	AddAB inh	PfHsp90 set2	Ecoli viability	Wnt act
Cc1cc(NC(=O)CCSc2nc(-c3ccco3)cc(C(F)(F)F)n2)n(-c2ccccc2)n1	-12.4	-4.1	0.0	12.2	-0.6	-1.9	0.2	10.6	-2.2	x
CC(C)(NO)/C(=N\O)c1ccccc1	-11.3	-0.9	-0.9	6.5	0.2	0.1	3.6	-4.3	0.3	x
O=C(c1cnn2c(C(F)F)cc(-c3ccccc3)nc12)N1CCOCC1	-5.5	-1.7	-0.9	1.7	1.5	-0.7	1.6	11.6	-0.5	x
COc1ccc(OC)c(C2Nc3nc4ccccc4n3C(C)=C2C(=O)Nc2ccc(C)cc2C)c1 (stereo unspecified)	-5.0	-2.1	-0.4	3.4	2.2	2.5	1.0	-6.1	0.1	-3.6
O=C1CC(N2CCN(c3ccc(Cl)cc3)CC2)C(=O)N1c1ccc(F)cc1 (stereo unspecified)	-1.6	-1.0	1.3	-2.0	1.3	-5.3	-0.8	23.8	1.4	-0.9
O=C(COc1nncc2ccccc12)NCC(F)(F)F	-6.8	1.2	-0.5	-6.4	0.8	4.0	1.2	15.5	-0.4	-0.8
CCN(C(=O)Cn1c(=O)oc2cc(S(=O)(=O)N3CCOCC3)ccc21)c1ccccc1	-8.5	-1.2	-1.7	-18.5	0.7	-1.5	-0.2	-12.7	1.6	-2.8
Cc1nc(CS(=O)c2ccc(Cl)cc2)cc(NCc2ccc(Cl)cc2Cl)n1 (stereo unspecified)	-14.5	-0.2	-1.1	0.8	0.9	-2.1	1.1	-11.1	1.1	x
Cc1ccc(Nc2c(N)c(=O)oc3ccccc23)cc1	-1.4	-0.3	-1.4	-1.9	2.2	5.4	-0.4	x	0.7	26.2
O=c1oc2c(CN3CCOCC3)c(O)ccc2c2c1CCC2	-18.8	5.1	-1.0	-170.3	0.2	-2.7	3.4	x	1.8	0.1
O=C(NCc1ccc(F)cc1)c1ccc(S(=O)(=O)N2CCCCC2)cc1	-9.9	-5.4	-1.3	-15.0	1.6	0.0	2.3	-11.5	0.3	-0.6
CC(C)(C)N(Cc1ccccc1)C(=O)COC(=O)C1CCCCC1	-9.6	-10.1	-0.3	0.3	-2.2	6.8	-1.1	3.0	1.6	-2.9
CCc1ccc(C(=O)NC(=S)NCc2cccnc2)cc1	-22.5	-2.7	-1.8	-14.1	0.2	0.9	6.2	-20.0	3.3	0.8
O=C(O)c1cc(Cl)c(Cl)cc1C(=O)Nc1cccc2ncccc12	-17.8	1.1	0.5	-2.8	4.3	-3.8	-0.4	15.5	-5.9	-1.9
NC(=O)CN1C(=O)C(=O)N(Cc2ccc(F)cc2)C1=O	-16.0	-0.1	x	-2.1	0.3	-2.8	-0.7	24.9	2.2	-1.5
CCOC(=O)c1sc(NC(=O)CCc2ccccc2)nc1C	-1.9	-3.4	-0.9	1.3	1.7	-10.9	3.0	-1.3	0.9	-0.9
CCOCCOC(=O)c1[nH]c2c(c1C)C(=O)CC(c1ccc(OC)c(OC)c1)C2 (stereo unspecified)	0.4	0.8	x	1.3	-1.5	3.7	-0.3	12.9	-3.4	-2.0
COc1ccc(-c2cnc3c(c2)CCC3(C#N)C#N)cc1	-11.9	-4.6	-0.9	1.9	4.5	11.9	2.6	11.7	0.8	-2.5
FC(F)(F)c1nc(Oc2ccccc2)c2ccccc2n1	-6.2	-6.3	-0.4	-8.9	2.3	-8.4	2.6	-3.6	-0.4	-3.3
CCC(=Cc1ccccc1OC)c1ccncc1	-1.9	-1.4	-1.5	3.3	0.2	1.4	x	-0.6	x	-2.1
CCN(CC)S(=O)(=O)c1ccc(NC(=O)Cn2cnc3ccccc3c2=O)cc1	10.8	-4.1	-3.3	-2.5	1.6	4.1	5.8	x	2.5	0.7
C=CCn1c(COc2ccc(Cl)cc2)nnc1SCC(=O)N1CC(=O)Nc2ccccc21	-10.7	3.8	-1.3	10.7	-1.3	-12.4	-1.5	x	-1.9	-3.1
O=C(COC(=O)c1cccc(Br)c1)NCCC1=CCCCC1	-1.8	-7.3	-0.2	-0.7	-0.9	-1.2	-1.2	-13.7	-2.3	-0.5
CN(C)S(=O)(=O)N1CCC(Oc2cccc(C(=O)NC3CCCCCC3)c2)CC1	5.6	-1.3	-0.5	3.5	1.4	-1.1	-0.9	12.2	1.1	-4.0
COc1ccc(-n2c(C)cc(C(=O)CSc3ccc(NC(C)=O)cc3)c2C)cc1	2.3	-0.8	-0.1	5.2	3.1	0.2	4.1	-4.4	-2.4	x
Cn1cnnc1Sc1ccc(C(=O)OCC(=O)Nc2cc(Cl)cc(Cl)c2)cc1[N+](=O)[O-]	15.4	0.1	-0.9	6.4	2.6	-5.9	1.1	13.7	-0.9	x
O=C(CCCCCn1nnc2ccccc2c1=O)N[C@H](C(=O)O)c1ccccc1	1.6	-2.5	-1.1	2.5	1.7	20.6	1.6	-10.5	-0.2	1.7

# Quoted from the listing.
# O=C(CCCCCn1nnc2ccccc2c1=O)N[C@H](C(=O)O)c1ccccc1 @ AddAB inh: 1.6
# Cc1ccc(Nc2c(N)c(=O)oc3ccccc23)cc1 @ AddAB inh: -0.4

# Single records, as listed above:
# Listed for `O=C(COc1nncc2ccccc12)NCC(F)(F)F` = PvdQ inh: -6.8; DAGLB inh: 1.2; CAL PDZ FP: -0.5; Rtt109 Vps75: -6.4; phage Ecoli inh: 0.8; Tat export inh: 4.0; AddAB inh: 1.2; PfHsp90 set2: 15.5; Ecoli viability: -0.4; Wnt act: -0.8
# Listed for `CC(C)=C1C2CCC1C(C(=O)Nc1cc(C)cc(C)c1)C2C(=O)O` (stereo unspecified) = PvdQ inh: 2.3; DAGLB inh: -0.1; CAL PDZ FP: 0.0; Rtt109 Vps75: 3.9; phage Ecoli inh: 6.1; Tat export inh: -8.7; AddAB inh: 2.8; PfHsp90 set2: -2.1; Ecoli viability: 2.0; Wnt act: -1.1
